cytoskel mod = modifiers of cytoskeleton assembly. 91,000 compounds, 0.18% hits. AID 836. inhibition, % at 2 µM. HUVEC TNFa F-actin phalloidin imaging, high content;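 active = inhibition above the batch mean plus 3 SD and confirmed as a hit by visual image inspection, cut at about 30% in these data, passing the limit was not always enough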; note: strong numbers were not always called active
HUVEC tox TNFa = HUVEC cytotoxicity counter-screen, TNF alpha stimulated; HUVEC TNFalpha-stimulated, Hoechst cell count, imaging; cell count reduction, % at 2 µM; 93,000 compounds, 0.17% hits; AID 848;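 active = cell count reduction exceeding the screen mean by over 5 SD, scaled to untreated wells per plate, cut at about 78% in these data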;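 note: cells counted after 24 h of TNF alpha exposure following the 1 h pretreatment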
HUVEC inhibit = blocks proliferation of human endothelial cells | viability, % at 10 µM (by protocol) | 86,000 compounds, 1.1% hits | HUVEC proliferation, CellTiter-Glo luminescence, 72 h; stronger effect = lower value;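 active = viability at or below 30%; inactive = viability above 30%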;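 note: 100% = median luminescence of DMSO-only cell control wells on each plate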
Pyk2 oligo antag = blocks oligomerization of human Pyk2 in cells; Q14289; Q293 cells, Pyk2 FERM NanoBiT luminescence; stronger effect = lower value; z-score (the deposit names both 25 µM and 10 µM); 99,000 compounds, 0.83% hits; AID 1347419;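 active = Z-score of -3 or lower, scaled per plate to the spread of control and sample wells; inactive = z-score above -3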;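 note: negative z-score means lost luminescence so less FERM oligomerization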
Target sequence (Q14289 whole entry, looked up): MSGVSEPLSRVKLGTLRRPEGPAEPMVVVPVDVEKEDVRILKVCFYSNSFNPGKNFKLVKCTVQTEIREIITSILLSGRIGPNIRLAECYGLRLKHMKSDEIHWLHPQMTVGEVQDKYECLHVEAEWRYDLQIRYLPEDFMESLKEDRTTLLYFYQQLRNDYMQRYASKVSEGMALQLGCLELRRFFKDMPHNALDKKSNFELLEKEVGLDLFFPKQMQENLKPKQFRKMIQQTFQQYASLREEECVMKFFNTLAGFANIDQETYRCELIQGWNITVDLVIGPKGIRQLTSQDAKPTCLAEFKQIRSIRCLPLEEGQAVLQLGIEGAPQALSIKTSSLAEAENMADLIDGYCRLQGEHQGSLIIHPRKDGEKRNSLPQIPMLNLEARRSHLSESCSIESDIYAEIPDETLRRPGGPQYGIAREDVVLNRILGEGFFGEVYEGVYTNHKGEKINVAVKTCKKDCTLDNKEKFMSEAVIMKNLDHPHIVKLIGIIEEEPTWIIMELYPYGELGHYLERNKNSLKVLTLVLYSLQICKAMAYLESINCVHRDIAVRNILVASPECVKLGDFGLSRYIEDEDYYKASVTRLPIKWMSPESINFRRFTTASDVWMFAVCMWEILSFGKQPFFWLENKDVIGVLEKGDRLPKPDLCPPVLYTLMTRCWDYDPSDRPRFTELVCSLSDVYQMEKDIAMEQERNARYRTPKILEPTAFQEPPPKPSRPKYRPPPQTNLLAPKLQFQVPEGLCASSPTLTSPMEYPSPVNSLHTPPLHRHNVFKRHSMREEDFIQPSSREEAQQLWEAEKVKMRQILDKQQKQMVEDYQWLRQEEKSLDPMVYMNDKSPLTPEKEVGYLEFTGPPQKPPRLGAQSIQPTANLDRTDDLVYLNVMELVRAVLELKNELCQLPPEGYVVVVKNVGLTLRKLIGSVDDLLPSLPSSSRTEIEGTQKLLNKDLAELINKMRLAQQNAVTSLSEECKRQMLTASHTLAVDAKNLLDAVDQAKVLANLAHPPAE
Lung fibro prol = blocks proliferation of human lung fibroblasts; LL 47 human lung fibroblast viability, ATP luminescence; stronger effect = lower value; viability, % at 10 µM; 85,000 compounds, 1.1% hits;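 active = viability at or below 50% in the single dose screen; inactive = viability above 50%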;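 note: compound exposure lasted 72 h before the ATP readout; 100% = median luminescence of untreated cell-only wells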
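material = human LL 47 lung fibroblast cells | dosing = compounds added from tenfold dosing solution, 0.1% DMSO final | timing = overnight cell rest, 72 h compound treatment at 37 °C | measured by = CellTiter-Glo luminescence measuring cellular ATP | evaluation = % viability versus median cells-only luminescence | control set = cell-only wells, no compound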
VCAM1 TNFa inh = reduces TNF alpha induced VCAM1 expression in HUVEC; HUVEC TNFa-induced VCAM-1 immunofluorescence, high-content imaging; inhibition, % at 2 µM; 95,000 compounds, 0.48% hits;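 active = inhibition above the batch mean plus 3 SD, with images confirmed as a hit by eye, cut at about 37% in these data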;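 note: 0% = TNF-stimulated DMSO wells and 100% = unstimulated control wells; not every result past the cut was called active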
Smad3 FoxH1 inh = Smad3 (human) transcription factor binding inhibition; P84022; TR-FRET Smad3/Dy647-FoxH1 peptide binding, europium anti-His; inhibition, % at 25 µM; 88,000 compounds, 0.29% hits; AID 630;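 active = compounds that reduce the energy-transfer binding signal between the protein and its labelled peptide by more than half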;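 note: 0% = Smad3 plus labelled peptide maximal FRET and 100% = peptide-only background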
H69AR inhibit = growth inhibitors of human H69AR lung tumor cells | 85,000 compounds, 6% hits | viability, % at 10 µM | AID 598 | H69AR lung tumor viability, ATP luminescence, 72 h; stronger effect = lower value;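 active = viability at or below 40%; inactive = viability above 40%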;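 note: multidrug resistant small cell line overexpressing MRP-1 efflux transporter; 100% = mean luminescence of untreated control wells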
IL1B cytotox = HUVEC cytotoxicity counter-screen, IL-1B stimulated | HUVEC cell count loss, Hoechst imaging | cell count reduction, % at 2 µM | 94,000 compounds, 0.41% hits;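 active = cell count reduction more than 3 SD above the screen-wide mean, cut at about 70% in these data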;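 note: normalized per plate to untreated control cells as the no-loss baseline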
Active calls of the source: *; . = no result given; [ ] = dose if it differs, or a comment.

SMILES	cytoskel mod	HUVEC tox TNFa	HUVEC inhibit	Pyk2 oligo antag	Lung fibro prol	VCAM1 TNFa inh	Smad3 FoxH1 inh	H69AR inhibit	IL1B cytotox
COc1ccc(-c2nc(NC(=O)c3cc(C(C)(C)C)nn3C)sc2C)cc1	5	-26	87	-1.6	96	-1	10	60	12
C=CCOC(=O)CC(NC(=O)c1ccccc1)c1ccccc1 (stereo not drawn)	7	-30	92	-0.08	100	-5	-12	80	-14
Cc1noc(C)c1C(=O)NC1CCCc2ccccc21 (stereo not drawn)	23	-10	95	0.92	96	19	19[fluorescence artefact?]	91	-45
Cc1sc(NC(=O)c2ccco2)nc1-c1ccccc1	18	10	83	-1.7	87	3	5	53	24
O=S(=O)(c1cccc(-c2nc3n(n2)Cc2ccccc2-3)c1)N1CCCC1	.	.	104	0	104	.	-9	83	.
Cc1nc(N2CCC(C)CC2)c2oc3ccccc3c2n1	-16	-31	82	-0.29	97	11	7	34*	-13
CCN1C(=O)C2(C(C#N)=C(N)Oc3n[nH]c(COC)c32)c2ccccc21 (stereo not drawn)	-5	-16	98	-0.1	99	-2	-9	93	-14
CCOc1nc(Nc2ccc(-c3nc4ccccc4o3)cc2)nc(N2CCOCC2)n1	.	.	73	.	102	.	18	64	.
Cc1ccc(-c2csc3ncn(CC(=O)N4CCOCC4)c(=O)c23)cc1C	-13	-8	105	-0.64	103	8	3	86	-11
C=CCn1c(C)cc(C(=O)COc2ncnc3sccc23)c1C	-23	-15	84	-0.85	93	6	17[fluorescence artefact?]	85	24
CC1=NN(C(N)=S)C(=O)C1N=Nc1ccc(C)cc1C (stereo not drawn)	-1	-25	.	.	.	13	.	.	-2
Cc1oc2c(O)c(O)ccc2c(=O)c1-c1cnn(-c2ccccc2)c1	-48	-2	.	-1.9	.	-15	.	.	-35
Cn1cc(S(=O)(=O)CC(=O)Nc2ccc(Br)cc2)c2ccccc21	-4	-9	92	.	92	-2	-8	95	-3
CCc1ccc2c(c1)CCCN2C(=O)c1ccccc1C(=O)O	15	-10	91	-0.09	104	-30	5	98	7
O=C(NCCN1CCOCC1)c1ccccc1[N+](=O)[O-]	-9	4	.	0.46	.	20	.	.	3
Cc1ccc(C(=O)N2C3C=CC(C3)C2(C(F)(F)F)C(F)(F)F)cc1 (stereo not drawn)	-9	5	104	-0.42	93	-15	12	90	-5
COc1ccc(-c2csc(C)n2)cc1	-12	-5	95	1.9	104	4	3	110	12
CC1=C(C(=O)OC(C)C)C(c2c(O)ccc3ccccc23)NC(=O)N1 (stereo not drawn)	-7	-13	100	.	104	-4	-5	98	8
O=C(CCN1C(=O)c2ccccc2S1(=O)=O)N1CCN(c2ccccc2)CC1	-14	-6	97	0.65	94	-4	-7	90	-17
CCOC(=O)N1CCC(NC(=O)c2ccc3c(c2)sc2nc(-c4ccc(OC)cc4)cn23)CC1	8	-1	.	.	.	21	.	.	-20
O=C(O)C1C2C=CC(C2)C1C(=O)Nc1ccc(C(=O)N2CCCCC2)c(Cl)c1 (stereo not drawn)	12	-28	95	-0.72	96	-15	6	109	3
CC1(C)CC(=O)C2=C(C1)NC(=O)CC2c1cc(F)ccc1F (stereo not drawn)	5	-8	103	-0.26	97	-15	-2	90	1
[O-]/[N+](=C\c1ccc(OC(F)F)cc1)c1ccccc1	1	-2	.	-1.4	.	4	.	.	4
Cn1c(CSCc2ccc(Cl)cc2)nnc1SCC(=O)Nc1nc2ccccc2s1	10	-23	83	1.6	92	2	-8	56	-7
CCOC(=O)CCN(Cc1cccs1)S(=O)(=O)c1ccc(F)cc1	-5	-8	.	-0.33	.	5	.	.	-35

(listing goes on)
SMILES	cytoskel mod	HUVEC tox TNFa	HUVEC inhibit	Pyk2 oligo antag	Lung fibro prol	VCAM1 TNFa inh	Smad3 FoxH1 inh	H69AR inhibit	IL1B cytotox
Cc1cc(C)c(C)c(C(=O)CSc2nnc(-c3ccc4[nH]c(C)c(C)c4c3)o2)c1C	-4	-18	36	-0.78	44*	-17	-12[fluorescence artefact?]	8.7*	-14
O=C(C1CCCN1C(=O)c1cccs1)N1CCc2ccccc21 (stereo not drawn)	6	-1	90	-0.27	.	-12	-1	71	5
O=C(Cn1nc(C(F)(F)F)c2c1CCCCC2)N1CCOCC1	-26	-16	97	-0.42	99	13	1	99	-10
O=C(O)CCc1ccc(-c2ccccc2)n1NC(=O)c1sc2ccccc2c1Cl	.	-5	95	0.49	91	10	-4	96	5
COc1ccc2[nH]c3ccccc3c2c1	-10	3	.	1.2	.	10	.	.	-4
COc1ccc(N2CCN(C(=O)CCNS(=O)(=O)c3ccc(Br)s3)CC2)cc1	3	4	90	2.2	96	13	13[fluorescence artefact?]	88	-37
COc1ccc(C)cc1N(CC(N)=O)S(=O)(=O)c1ccc(C)cc1	.	.	86	0.21	93	.	11[fluorescence artefact?]	94	.
Cc1cccc(C)c1OCC(O)CNC(C)(C)C (stereo not drawn)	-9	9	102	0.82	99	-3	-11	82	4
COC(=O)Cc1cnc(NC(=O)C2C3CCC(C3)C2C(=O)O)s1 (stereo not drawn)	-21	-14	91	1.5	95	-5	4	99	.
O=C(c1cccc(F)c1)N1CCN(c2ccc([N+](=O)[O-])c(N3CCCCC3)c2)CC1	5	-8	.	0.7	.	8	.	.	-9
CCOC(=O)C1(Cc2ccccc2)NC(c2ccccc2F)C2C(=O)N(CC)C(=O)C21 (stereo not drawn)	1	0	109	-0.27	86	-3	1	68	19
COc1ccc(-n2c(=O)cc(N3CCN(c4ccccc4)CC3)[nH]c2=O)cc1	-14	2	94	-0.24	106	24	-1	78	9
CCN(CC)CCCn1c(C)cc2c(c1=O)C(c1cc(OC)c(OC)cc1OC)C(C#N)=C(N)O2 (stereo not drawn)	.	-23	101	-1.4	97	2	-13	88	-6
CCOC(=O)COn1c(=O)c(-c2cccs2)[n+]([O-])c2ccccc21	8	-13	90	-0.56	93	-13	8	87	-57
CCc1nc2sc3c(c2c(=O)n1N)CCC3	-15	32	95	-0.55	94	34	6	81	2
O=C(Cc1c[nH]c2ccccc12)Nc1nc2ccccc2[nH]1	-11	-11	86	0.27	109	23	11	64	-12
N#Cc1sc2nc3c(c(-c4ccco4)c2c1N)CCCC3	17	-22	78	0.4	84	-29	6[fluorescence artefact?]	60	16
O=c1c(C(c2nnnn2C2CCCCC2)N2CCCCC2)coc2ccc(Cl)cc12 (stereo not drawn)	.	.	64	0.16	94	.	5	18*	.
C[C@H](NC(=O)NC1CCCc2ccccc21)C(=O)O (stereo partly drawn)	-19	0	88	0.15	97	14	-3	90	2
CC(C)(C)c1cn(-c2ccc(F)cc2)c(=S)[nH]1	5	-21	109	-0.19	94	4	-1	98	8
CCCn1c(NCc2cc(C)ccc2O)nc2ccccc21	-8	-14	93	-1.1	93	2	1	73	-10
Cc1ccc(CNC(=O)C23CN(Cc4ccccc4)CC2C(c2ccc([N+](=O)[O-])cc2)=NO3)cc1 (stereo not drawn)	10	2	.	.	.	18	.	.	1
Clc1ccc(OCc2nnc(SCc3nnc(-c4ccccc4)o3)o2)c(Cl)c1	-9	-51	101	-0.8	106	5	3	103	-29
Cc1ccc(S(=O)(=O)N2CCN(C(=O)CSc3nnc(C)s3)C2)cc1	-14	-9	100	.	100	11	0	78	0
COC(=O)c1ccccc1NC(=O)C1CCN(C(=O)c2cc(OC)c(OC)c(OC)c2)CC1	-12	-5	.	-0.27	.	13	.	.	28

The listing continues.
SMILES	cytoskel mod	HUVEC tox TNFa	HUVEC inhibit	Pyk2 oligo antag	Lung fibro prol	VCAM1 TNFa inh	Smad3 FoxH1 inh	H69AR inhibit	IL1B cytotox
Cn1c(=O)n(C)c2cc([N+](=O)[O-])c(N3CCN(C(=O)c4ccccc4)CC3)cc21	28	58	.	-0.4	.	32	.	.	-17
O=C(c1cccc(F)c1)N1CCN(CC2CC3C=CC2C3)CC1 (stereo not drawn)	-18	-35	101	1.1	98	12	6	90	-16
Cc1[nH]c2ccc(CNS(=O)(=O)c3ccc(S(=O)(=O)N4CCOCC4)cc3)cc2c1C	-3	15	92	1.1	97	1	-3	92	10
O=C(Nc1ccc2c(c1)OCCO2)C1CCN(S(=O)(=O)c2cccc3nsnc23)CC1	5	-11	83	-0.52	69	10	-11	92	-17
COC(=O)c1cc2oc(C)cc2n1CC(=O)Nc1ccc(C)c(C)c1	4	-18	76	0.26	79	16	6	91	-3
c1ccc2nc3c(cc2c1)CCCCCC3	.	-40	108	-1.1	102	-6	10	90	10
CC(C)NC(=O)C(=O)NCCc1ccc(Cl)cc1	-5	-12	101	0.17	104	12	-4	106	-8
CCC(=O)Nc1c2c(nn1-c1ccccc1C)CSC2	5	1	104	0.57	102	-12	5[fluorescence artefact?]	86	-6
CCOC(=O)c1c(-c2cccs2)csc1NC(C)=O	-6	-12	84	0.41	89	10	5	87	2
CCN1C(=S)SC(=O)C1=C1C=C(C)N(CCO)C(C)=C1	.	.	43	-0.18	94	.	7	91	.
Cc1nn(CC(=O)NC(C)c2ccccc2)c(=O)c2ccccc12 (stereo not drawn)	.	.	88	0.47	99	.	4	93	.
CCN1C(=O)C(NC(C)=O)c2cc(Br)ccc21 (stereo not drawn)	-92	8	.	0.42	.	12	.	.	-26
O=C(COc1cccc(OC(F)F)c1)Nc1ccc(SC(F)F)cc1	-3	-28	.	2.2	.	-27	.	.	-9
O=C(N1CCOCC1)N1CCC(n2nnc3ccccc32)CC1	.	.	102	-0.23	112	.	-5	95	.
Cc1ccc(-c2nc3ccccc3s2)cc1NC(=S)NC(=O)/C=C/c1ccco1	-3	18	.	0.2	.	15	.	.	-2
CCOC(=O)C1=C(C)NC(=S)NC1c1ccc(-c2cccc(Cl)c2C)o1 (stereo not drawn)	14	0	.	0.93	.	-5	.	.	10
CCOC(=O)C1CCCN(c2c(NCC3CCCN3CC)c(=O)c2=O)C1 (stereo not drawn)	2	21	113	.	109	33	1	104	19
CCN1CCN(S(=O)(=O)c2cccc([N+](=O)[O-])c2)CC1	-15	-4	.	0.02	.	4	.	.	19
CC(C)(C)n1nc2c(c1NC(=O)COc1ccc3ccccc3c1)CS(=O)(=O)C2	-4	-14	88	0.73	101	1	4	95	-1
CC(C)(C)c1cc(/C=N/NC(=O)Cc2nc3ccccc3[nH]2)cc(C(C)(C)C)c1O	-3	0	.	0.43	.	-6	.	.	-5
COC(=O)C(CC(C)C)Oc1ccc2c(C)cc(=O)oc2c1 (stereo not drawn)	4	-6	98	-0.34	90	-14	16	91	1
COc1ccccc1NC1=NC(c2ccc(Cl)cc2)N=C(N)N1 (stereo not drawn)	-7	-8	47	0.46	46*	12	7	20*	6
CCOC(=O)N1CCC(NC(=O)c2ccc3c(=O)n4c(nc3c2)CCCC4)CC1	36	4	98	0.75	101	-2	2	82	-2
COc1ccc(C2CC(=O)C=C(NC3CCCC3)C2)cc1 (stereo not drawn)	7	.	113	-0.85	94	21	-10	81	2
CCC1=NN(C(=O)C(=O)Nc2ccc(OC)cc2)C(O)(C(F)(F)F)C1 (stereo not drawn)	10	-2	.	-0.27	.	0	.	.	-6

Some of these compounds in order of the Pyk2 oligo antag value, highest first.
Molecule | cytoskel mod | Pyk2 oligo antag | VCAM1 TNFa inh | Smad3 FoxH1 inh
CCN1CCN(S(=O)(=O)c2cccc([N+](=O)[O-])c2)CC1 | -15 | 0.02 | 4 | .
CCC1=NN(C(=O)C(=O)Nc2ccc(OC)cc2)C(O)(C(F)(F)F)C1 (stereo not drawn) | 10 | -0.27 | 0 | .
COC(=O)C(CC(C)C)Oc1ccc2c(C)cc(=O)oc2c1 (stereo not drawn) | 4 | -0.34 | -14 | 16
c1ccc2nc3c(cc2c1)CCCCCC3 | . | -1.1 | -6 | 10

The list is partial (hit frequency here may not be typical).
